EPAC2 antagonist = antagonists of human EPAC2. Q8WZA2. EPAC2 GEF exchange of Rap1B-BODIPY-GDP, fluorescence. Potency, µM (top dose mostly 114 µM), inactives show top-dose activity, negative = inhibition, hits mostly inhibitors. actives 0.18% (n = 360,000). AID 720708; note: potency is the fitted concentration of half-maximal effect; % is set by controls: 0 for no effect and ±100 for the full control effect; nearly all actives have a fitted effect of over 45% in size; many of its hits are not listed in these tables
Target sequence (Q8WZA2 whole entry, looked up): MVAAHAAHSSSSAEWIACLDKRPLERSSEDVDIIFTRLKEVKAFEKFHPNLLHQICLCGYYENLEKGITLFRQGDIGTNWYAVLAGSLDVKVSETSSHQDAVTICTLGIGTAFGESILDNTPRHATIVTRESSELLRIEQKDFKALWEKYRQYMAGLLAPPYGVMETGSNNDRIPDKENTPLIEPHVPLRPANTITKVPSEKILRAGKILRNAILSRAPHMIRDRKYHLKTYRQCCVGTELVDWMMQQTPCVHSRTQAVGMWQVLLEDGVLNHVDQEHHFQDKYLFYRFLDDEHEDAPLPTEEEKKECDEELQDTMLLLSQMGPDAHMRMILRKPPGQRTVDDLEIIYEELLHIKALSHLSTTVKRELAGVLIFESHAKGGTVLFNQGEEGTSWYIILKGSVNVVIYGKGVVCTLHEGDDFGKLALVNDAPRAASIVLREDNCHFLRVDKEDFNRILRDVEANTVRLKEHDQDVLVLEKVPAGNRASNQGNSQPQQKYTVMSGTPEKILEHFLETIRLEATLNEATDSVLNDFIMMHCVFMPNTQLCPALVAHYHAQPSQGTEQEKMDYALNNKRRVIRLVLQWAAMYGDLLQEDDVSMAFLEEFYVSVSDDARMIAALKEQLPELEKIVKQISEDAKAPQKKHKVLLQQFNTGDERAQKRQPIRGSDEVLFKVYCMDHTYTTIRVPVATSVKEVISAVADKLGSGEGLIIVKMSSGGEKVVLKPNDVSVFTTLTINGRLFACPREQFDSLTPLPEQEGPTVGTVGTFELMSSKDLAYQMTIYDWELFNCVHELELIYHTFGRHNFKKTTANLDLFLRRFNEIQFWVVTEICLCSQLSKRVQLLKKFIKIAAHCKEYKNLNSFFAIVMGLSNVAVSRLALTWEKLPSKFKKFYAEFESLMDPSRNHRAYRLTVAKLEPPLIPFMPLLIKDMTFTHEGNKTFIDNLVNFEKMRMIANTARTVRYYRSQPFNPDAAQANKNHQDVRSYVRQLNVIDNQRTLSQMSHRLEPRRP
TDP43 rescue = TDP-43 toxicity inhibition in yeast; TDP-43 expressing yeast growth rescue, BacTiter-Glo, 24 h; AID 652104; Potency, µM (highest dose often 46.1 µM), without a hit: top-dose growth rescue (activation), most hits filed as activators; actives 1.8% (n = 410,000); note: potency is the fitted concentration of half-maximal effect; % of control where 0% means no effect; nearly all actives have a fitted effect of over 50% in size
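Cell-based yeast growth screen: TDP-43 expression induced in galactose, inoculum OD600=0.02 after raffinose pregrowth to mid-log. Read-out BacTiter-Glo luminescence at 24 hr, 30 deg C; inhibition of toxicity seen as signal increase.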
DRD3 antagonist = blocks the human D3 dopamine receptor | D3R cells, DiscoveRx beta-arrestin luminescence, antagonist mode; hits give low values | max response, negative = inhibition, % | actives 2.5% (n = 360,000) | AID 652054; in the data active = max response below about -50%; inconclusive = no clear call, values can overlap the other calls; note: % is set by controls: 0 for no effect and ±100 for the full control effect; mostly tested at two doses, the higher about 12 µM
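Cells plated overnight at 1500 cells/well, then exposed to library compounds with dopamine controls for 90 minutes at 37 degrees C. DiscoveRx reagent added for 30–60 minutes at room temperature; luminescence read, quantitative HTS format.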
D3 ag = D3 dopamine receptor (human) agonism. D3R DiscoveRx beta-arrestin cells, luminescence, 90 min. P35462. actives 0.58% (n = 410,000). max activation, %; in the data active = max activation above about 30%; note: 0% is about no effect; mostly tested at two doses, the higher about 12 µM
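Agonist-mode cell screen: cells plated at 1500/well and incubated overnight at 37 °C, then exposed to library compounds for 90 min at 37 °C. Detection reagent was added for 30–60 min at room temperature, and luminescence was read.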
Abeta rescue = A-beta toxicity reversal in yeast. AID 1347071. yeast expressing A-beta42, growth rescue, OD600, 48 h; response scale: 0% DMSO, 100% iron-clioquinol control. actives 0.063% (n = 410,000). Potency, µM (series often up to 46.1 µM), without a hit: top-dose growth rescue, hits mostly activators; note: potency is the fitted concentration of half-maximal effect; nearly all actives have a fitted effect of over 55% in size
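Yeast A-beta toxicity model in growth medium with pinned compounds, 48 h at 30 C; growth read as absorbance at 600 nm. Normalized to FeCl3/clioquinol equimolar mix (positive) and DMSO (negative).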
aSyn rescue = rescues yeast growth from alpha-synuclein toxicity. actives 0.14% (n = 370,000). Potency, µM (highest dose often 46.1 µM), for inactives: at the top dose growth rescue (activation), most hits filed as activators. Yeast expressing alpha-synuclein, growth rescue, BacTiter-Glo, 24 h; note: potency is the fitted concentration of half-maximal effect; % of control where 0% means no effect; nearly all actives have a fitted effect of over 65% in size
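Readout is rescue of growth in alpha-synuclein-expressing yeast, so inhibitors of toxicity appear as activators. Growth after 24 hr at 30 deg C in galactose medium is quantified by luminescence.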
EPAC2 agonist = activates human EPAC2 exchange factor; Q8WZA2; EPAC2 activation, biochemical qHTS; response scale: 100% = 6.5 mM cAMP response; Potency, µM (titrated, usually from 154 µM), for the others: top-dose activation, hits mostly activators; actives 0.079% (n = 360,000); AID 720711; note: potency is the fitted concentration of half-maximal effect; nearly all actives have a fitted effect of over 50% in size
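EPAC2 (100 nM) mixed with Rap1B loaded with BODIPY-GDP (250 nM) plus 50 uM unlabeled GDP; compounds pinned in, 5 min RT, then read every 5 min for 30 min (ex 480, em 540 nm). Normalized to cAMP control.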
FUS yeast rescue = rescues growth of FUS-expressing yeast | S. cerevisiae FUS-expressing, growth rescue, OD600, 24 h | actives 0.24% (n = 390,000) | Potency, µM (highest dose often 76.6 µM), inactives show at the highest dose growth rescue (activation), hits mostly activators | AID 1347120;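 note: potency is the fitted concentration of half-maximal effect; plate controls were DMSO vehicle for no effect and reference control for full effect; nearly all actives have a fitted effect of over 55% in size; some results filed as inactive show a strong effect at the top dose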
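Yeast expressing FUS under galactose induction, OD 0.005 in 2% galactose medium; compounds in a dilution series, 24 h at 30C. Growth rescue by absorbance at 600 nm; CP55940 positive control, DMSO negative.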
* marks the source's active call; other numbers are inactive results; ? = inconclusive; . = not tested or not shown; [ ] = another dose, or the depositor's remark. Unless noted, calls come from the whole dose curve; as a rule, active = well fitted curve in the direction sought with a large enough effect; inconclusive = small, poorly fitted or top-dose-only effect, or another doubt; inactive = no such curve, though single readings can be large; an effect the other way counts as inactive or inconclusive. An excerpt; count on the stated rates, not on these rows.

| SMILES | EPAC2 antagonist | TDP43 rescue | DRD3 antagonist | D3 ag | Abeta rescue | aSyn rescue | EPAC2 agonist | FUS yeast rescue |
| --- | --- | --- | --- | --- | --- | --- | --- | --- |
| O=C(CSC1=Nc2ccccc2N=C(c2ccc(F)cc2)C1)Nc1cc(F)ccc1F | . | 4% | . | -1 | 2% | . | . | 22% |
| O=C(O)CCSC1CC(=O)N(c2ccccc2)C1=O (stereo unspecified) | 2% | -2% | ? | 9 | 20% | 2% | 8% | 6% |
| COc1cc(C(=O)NCC(=O)OCC(=O)N2CCc3ccccc32)cc(OC)c1OC | 17% | -14% | 13 | -3 | 1% | -2% | -1% | -3% |
| Cc1ccc(S(=O)(=O)N2CCOCC2)cc1C(=O)OCc1nnc(-c2ccccc2)o1 | 2% | ? | 0 | 16 | -4% | -3% | 6% | 2% |
| Cc1cccc(C(=O)Nc2nnc(S(=O)(=O)N(C)c3ccccc3C)s2)c1 | . | 9% | . | -28 | -23% | . | . | 7% |
| CCN1CCN(c2ccc(S(=O)(=O)N3CCCCC3)cc2NC(=O)c2ccc(C)o2)CC1 | -8% | 5% | -8 | -1 | 3% | -7% | -3% | 13% |
| CCOC(=O)C1C(c2ccc([N+](=O)[O-])cc2)C2C(=O)NN=C2CC1(C)O (stereo unspecified) | 4% | -14% | 11 | 0 | -4% | -1% | 10% | 3% |
| Fc1ccc(CSc2nncn3c2cc2occc23)c(Cl)c1 | . | 11% | . | -2 | 16% | . | . | 1% |
| CC[n+]1ccc(C)c2cc(S(=O)C(F)(F)F)ccc21 (stereo unspecified) | 2% | 14% | ? | -8 | -3% | -2% | 7% | 4% |
| CC1CCCN(S(=O)(=O)CCNC(=O)c2ccc3c(c2)OCO3)C1 (stereo unspecified) | 3% | -3% | 0 | -8 | -6% | -1% | 6% | -7% |
| C=CCC(=O)N1CCCC(CNC(=O)c2ccc(-c3ccccc3)cc2)C1 (stereo unspecified) | 6% | 3% | 0 | -5 | 0% | -1% | 4% | 17% |
| CCOc1ccc(NC(=O)CC2C(=O)N(C)C(=S)N2Cc2ccco2)cc1 (stereo unspecified) | -4% | -11% | -1 | -5 | -10% | -9% | 11% | . |
| COc1ccc(C(=O)Nc2ccc3c(c2)Cc2ccccc2-3)cc1 | -8% | -9% | 14 | 4 | -12% | -2% | 6% | 12% |
| CCc1nc2ccc(C(=O)N3CCCC(C(N)=O)C3)cn2c1N(C=O)CC (stereo unspecified) | 10% | ? | -7 | 1 | 17% | 2% | 8% | -20% |
| COc1cc(C(=O)NCC(c2ccco2)N2CCCC2)ccc1OCc1ccc(Cl)cc1Cl (stereo unspecified) | -10% | 1% | ? | -2 | -10% | 4% | 14% | 25% |
| Cc1nc(S/C(=C/c2ccc(-c3ccc(Cl)cc3)o2)C(=O)O)n[nH]1 | -4% | 8% | 35 | 2 | 2% | -6% | -85%[15.6 µM] | 4% |
| Cc1ccc(C)c(S(=O)(=O)N2CCCCC2CCNC(=O)C(=O)NCCc2ccco2)c1 (stereo unspecified) | -14% | 0% | 8 | -1 | 7% | 7% | 10% | ? |
| CC[C@@H](C)[C@@H]1CN([C@@H](CN2CCC[C@H]2CN2C(N)=NC[C@@H]2Cc2ccccc2)C(C)C)C(=N)N1CCCC1CCCC1 | 4% | 0% | 0 | -8 | -17% | -12% | -1% | 4% |
| CN(C)CCCN1C(=O)C(=O)/C(=C(/O)c2ccncc2)C1c1ccccc1 (stereo unspecified) | ? | -11% | -11 | -10 | 15% | -1% | -19% | -14% |
| Cc1ccc(OCCCC(=O)Nc2ccc3c(c2)OCO3)cc1 | -5% | 1% | -52* | 7 | 2% | -18% | -1% | 24% |
| O=C(C[C@@H]1C/C=C\CC[C@@H](Cc2ccc(F)cc2)C(=O)OC[C@@H]2CCCN2C1=O)N[C@H](CO)Cc1ccccc1 | 10% | 9% | -10 | -14 | 2% | 8% | -4% | ? |
| Cc1ccc(NC(=O)Cn2cc(S(=O)(=O)Cc3cccc(Cl)c3)c3ccccc32)cc1C | . | 21% | . | 4 | -4% | . | . | -4% |
| CCC(Oc1ccccc1)C(=O)Nc1cc(C)on1 (stereo unspecified) | -6% | 12% | 0 | -5 | -5% | 10% | 24% | -21% |
| CC1(C)Cc2cccc(OCC(=O)N3CCN(S(=O)(=O)c4ccccc4F)CC3)c2O1 | -13% | -13% | 14 | -1 | 18% | 10% | 9% | 64% |
| O=C(C(=O)N1CCN(c2ccccc2F)CC1)c1cn(CC(=O)N2CCOCC2)c2ccccc12 | -13% | -8% | -8 | 2 | -4% | 5% | -7% | 4% |
| CC(C)n1cc(/C=C(\C#N)S(=O)(=O)c2ccccc2)c2ccccc21 | -2% | 9% | -23 | 0 | 13% | 15% | 3% | 10% |
| COc1ccc(OC)c(C(c2nnnn2C2CCCC2)N2CCN(c3ccccc3F)CC2)c1 (stereo unspecified) | -7% | 32µM* | 3 | 0 | 12% | 8% | 7% | 27% |
| CCCCN1CC(C)(C)[C@H](CC(=O)Nc2ccc(Br)cc2)C1=O | -13% | ? | 32 | -1 | -2% | 0% | -4% | -8% |
| O=C(NCCCN1CCN(CCCNC(=O)c2cccc(Cl)c2)CC1)c1cccc(Cl)c1 | 4% | 2% | 9 | -7 | 4% | 0% | -5% | 10% |
| COc1ccc(NC(=O)C2CCCN(S(=O)(=O)c3c(C)[nH]c(=O)[nH]c3=O)C2)c(OC)c1 (stereo unspecified) | . | 3% | . | 0 | -6% | . | . | -21% |
| Cc1nc2ccccn2c1C(=O)NNS(=O)(=O)c1ccc(C(C)(C)C)cc1 | 18% | 0% | 23 | 1 | -4% | -4% | 4% | . |
| COc1ccc(CCNC(=O)c2cc3cccc4c3n2CC(C)S4)c(OC)c1OC (stereo unspecified) | . | ? | . | 7 | -11% | . | . | ? |
| CCOC(=O)c1[nH]c(C)c(CCC(=O)Nc2ccc(N(CC)CC)cc2C)c1C | . | 7%[9.22 µM] | . | -6 | -18% | . | . | 10% |
| O=C1OC(c2cccs2)=N/C1=C\c1ccc(-c2ccccc2Cl)o1 | 30%[activator] | -9% | 18 | 4 | -1% | 2% | 8% | 27% |
| Cc1cc(C)nc(Nc2n[nH]c(COc3ccc4ccccc4c3)n2)n1 | -3% | -17% | -23 | -8 | 1% | -2% | 1% | 13% |
| COc1ccccc1C(=O)N1CCN(Cc2ccc3c(c2)OCO3)CC1 | 4% | -10% | -25 | 3 | -16% | -5% | -7% | 12% |
| COc1cc([N+](=O)[O-])ccc1NC(=O)CCN1C(=O)C2C3CCC(C3)C2C1=O (stereo unspecified) | 4% | 9% | 11 | 9 | -6% | 1% | 9% | 2% |
| CCOc1cc(C2c3c(oc4ccc(F)cc4c3=O)C(=O)N2Cc2ccc(C)cc2)ccc1O (stereo unspecified) | . | 6% | . | -6 | 5% | . | . | -13% |
| COc1ccc(OC)c(C2CC(=O)N3CN(c4ccc(C)c(Cl)c4)CSC3=C2C#N)c1 (stereo unspecified) | -10% | 0% | -10 | -3 | 1% | ? | 11% | 41% |
| CCCN(CCC)S(=O)(=O)c1ccc(C(=O)N2CCN(C)CC2)cc1 | -3% | -6% | 12 | -5 | 1% | -9% | 7% | 10% |
| Cc1cc(C(C#N)c2ccccc2F)n2ncnc2n1 (stereo unspecified) | -7% | 2% | -13 | -3 | -4% | 4% | 7% | -2% |
| O=C(CCC(=O)N1CC2CCCN2c2ccccc21)NCc1ccccc1Cl (stereo unspecified) | . | ? | . | -22 | 9% | . | . | 40% |
| COc1ccc(Nc2oc(-c3ccc(COc4ccc(OC)cc4)o3)nc2C#N)cc1 | . | 12% | . | 0 | -2% | . | . | 8% |
| CC(C)Cn1c(N)cc(=O)n(C)c1=O | 3% | -17%[0.397 µM] | 19 | -11 | 15% | -2% | -2% | 11% |
| Cc1ccccc1OCC(=O)NNC=O | -3% | -4% | -18 | -7 | -14% | -3% | -4% | 12% |
| Cc1ccc(-n2ncc3c(NCC(C)C)ncnc32)c(C)c1 | . | ? | . | -17 | -8% | . | . | -4% |

A different layout for some results above.
The line under a structure holds: EPAC2 antagonist | TDP43 rescue | DRD3 antagonist | D3 ag | Abeta rescue | aSyn rescue | EPAC2 agonist | FUS yeast rescue
> O=C1OC(c2cccs2)=N/C1=C\c1ccc(-c2ccccc2Cl)o1
    30%[activator] | -9% | 18 | 4 | -1% | 2% | 8% | 27%
> Cc1cc(C)nc(Nc2n[nH]c(COc3ccc4ccccc4c3)n2)n1
    -3% | -17% | -23 | -8 | 1% | -2% | 1% | 13%
> COc1ccccc1C(=O)N1CCN(Cc2ccc3c(c2)OCO3)CC1
    4% | -10% | -25 | 3 | -16% | -5% | -7% | 12%
> COc1cc([N+](=O)[O-])ccc1NC(=O)CCN1C(=O)C2C3CCC(C3)C2C1=O (stereo unspecified)
    4% | 9% | 11 | 9 | -6% | 1% | 9% | 2%
> CCOc1cc(C2c3c(oc4ccc(F)cc4c3=O)C(=O)N2Cc2ccc(C)cc2)ccc1O (stereo unspecified)
    . | 6% | . | -6 | 5% | . | . | -13%
> COc1ccc(OC)c(C2CC(=O)N3CN(c4ccc(C)c(Cl)c4)CSC3=C2C#N)c1 (stereo unspecified)
    -10% | 0% | -10 | -3 | 1% | ? | 11% | 41%
> CCCN(CCC)S(=O)(=O)c1ccc(C(=O)N2CCN(C)CC2)cc1
    -3% | -6% | 12 | -5 | 1% | -9% | 7% | 10%
> Cc1cc(C(C#N)c2ccccc2F)n2ncnc2n1 (stereo unspecified)
    -7% | 2% | -13 | -3 | -4% | 4% | 7% | -2%
> O=C(CCC(=O)N1CC2CCCN2c2ccccc21)NCc1ccccc1Cl (stereo unspecified)
    . | ? | . | -22 | 9% | . | . | 40%
> COc1ccc(Nc2oc(-c3ccc(COc4ccc(OC)cc4)o3)nc2C#N)cc1
    . | 12% | . | 0 | -2% | . | . | 8%

Compound activity (PubChem)
